Mdm2-MdmX inh: disrupts the human Mdm2-MdmX interaction | SaOS-2 split-luciferase Mdm2/MdmX complementation, luminescence | inhibition, % at 8 µM | 330,000 compounds, 3% hits | AID 485346;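 active = inhibition of at least 50% at 8 µM in the primary screen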
Target sequence (O15151 whole entry, looked up): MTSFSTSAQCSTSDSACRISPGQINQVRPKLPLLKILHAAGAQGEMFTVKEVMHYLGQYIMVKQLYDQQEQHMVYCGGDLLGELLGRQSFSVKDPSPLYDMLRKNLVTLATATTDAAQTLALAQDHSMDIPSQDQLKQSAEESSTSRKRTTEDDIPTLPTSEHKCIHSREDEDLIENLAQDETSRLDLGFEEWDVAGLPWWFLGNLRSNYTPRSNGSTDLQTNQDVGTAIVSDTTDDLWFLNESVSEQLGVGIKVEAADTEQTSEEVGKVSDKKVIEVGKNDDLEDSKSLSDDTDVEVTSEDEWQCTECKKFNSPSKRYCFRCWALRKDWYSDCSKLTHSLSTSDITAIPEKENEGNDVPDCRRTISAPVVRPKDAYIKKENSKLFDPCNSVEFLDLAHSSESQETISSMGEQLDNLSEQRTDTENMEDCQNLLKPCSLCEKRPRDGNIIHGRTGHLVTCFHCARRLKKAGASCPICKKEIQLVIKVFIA
Target sequence (Q00987 whole entry, looked up): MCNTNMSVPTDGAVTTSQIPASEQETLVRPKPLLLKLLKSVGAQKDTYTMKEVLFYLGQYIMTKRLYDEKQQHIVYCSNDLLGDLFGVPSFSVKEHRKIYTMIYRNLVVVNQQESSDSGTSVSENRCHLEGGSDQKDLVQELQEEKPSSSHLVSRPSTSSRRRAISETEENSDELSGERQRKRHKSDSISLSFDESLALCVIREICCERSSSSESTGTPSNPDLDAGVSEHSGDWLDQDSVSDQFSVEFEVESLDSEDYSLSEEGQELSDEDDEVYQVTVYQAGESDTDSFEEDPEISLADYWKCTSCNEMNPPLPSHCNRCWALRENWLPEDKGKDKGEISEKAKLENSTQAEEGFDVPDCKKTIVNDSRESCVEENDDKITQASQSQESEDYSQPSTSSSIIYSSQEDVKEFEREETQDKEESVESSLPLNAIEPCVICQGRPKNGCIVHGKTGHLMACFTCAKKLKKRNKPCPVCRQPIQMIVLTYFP
APJ antag: blocks the human apelin receptor APJ; P35414; CHO-K1 APJ beta-arrestin complementation, luminescence; inhibition, % at 20 µM; 330,000 compounds, 0.32% hits;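 active = inhibition above about 40% at 20 µM, limit read from the data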;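 note: cells challenged with 10 nM apelin-13 agonist together with compound; plate controls were apelin-13 plus DMSO wells for no effect and DMSO wells lacking apelin-13 for full effect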
XBP1 UPR activ: adaptive UPR (XBP1) activation; AID 463104; activation, % at 20 µM; 330,000 compounds, 0.33% hits; CHO-XBP1 luciferase reporter, IRE1-XBP1 UPR activation, luminescence; percent of tunicamycin response, DMSO as zero;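 active = versus positive control, 20 µM dose yields 30% or more activation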;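 note: 100% = tunicamycin at 10 µg/mL and 0% = DMSO only wells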
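Material: CHO cell line with stable XBP1 luciferase reporter; buffer or medium: F12 medium containing 10% fetal bovine serum; compound: single point, 20 µM final compound, 1% DMSO; incubation: 6 h treatment, 37 °C; measured by: glow luminescence from Steady-Glo reagent; evaluation: activation, % of tunicamycin; control set: tunicamycin high, DMSO low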
APJ agonist: activates the human apelin receptor APJ; 330,000 compounds, 0.11% hits; activation, % at 20 µM; P35414; CHO-K1 APJ PathHunter beta-arrestin, luminescence; 0% DMSO wells, 100% apelin;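 active = activation more than six SD over the plate average, tested at 20 µM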;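 note: 0% = DMSO alone and 100% = apelin-13 at 10 nM; some results filed as inactive read as strong as hits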
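Assay system: CHO-K1 cells stably expressing ProLink-tagged human APJ and arrestin–beta-gal acceptor. Compound dosing: 20 µM single point, 1% DMSO. Times: 16-18 h seeding, 90 min dark compound exposure, 60 min detection. Detection: beta-gal luminescence. Evaluation: APJ–arrestin association signal. Controls: negative DMSO alone, positive Apelin-13 at 10 nM.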
CCR6 antag: antagonists of human CCR6 receptor; inhibition, % at 20 µM; CHO-K1 CCR6 PathHunter beta-arrestin, luminescence, CCL20-stimulated; 340,000 compounds, 0.49% hits;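 active = compounds whose inhibition of the agonist-driven luminescence signal at 20 µM reaches about 50%, limit read from the data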;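 note: cells stimulated with CCL20 at 14 nM final; plate controls were DMSO with CCL20 for no effect and DMSO without agonist for full effect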
CXCR6 inh: CXCR6 (human) receptor inhibition; O00574; CHO-K1 PathHunter CXCR6 beta-arrestin, luminescence; inhibition, % at 20 µM; 360,000 compounds, 0.36% hits; AID 602244; in the data active = inhibition above about 34%, passing the limit was not always enough;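 note: antagonist mode with CXCL16 agonist at 10 nM final; 0% = 10 nM CXCL16 with DMSO and 100% = unstimulated wells without agonist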
CHOP UPR activ: activators of apoptotic arm of unfolded protein response (CHOP); activation, % at 10 µM; CHO-CHOP luciferase reporter, UPR activation, luminescence; percent of tunicamycin response over DMSO baseline; AID 449763; 330,000 compounds, 0.34% hits;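 active = at 10 µM dose, activation of 40% or more, normalized to positive control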;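 note: 100% = tunicamycin at 10 µg/mL and 0% = DMSO alone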
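Dosing – one dose, 10 µM in 0.5% DMSO · System – CHO-CHOP cells, stable luciferase reporter of PERK-eIF2a-CHOP signalling · Input – 500 cells/well · Control set – tunicamycin 10 µg/mL final as positive, DMSO-only wells as negative · Timing – 6 h compound treatment, 37 °C · Measure – % activation vs tunicamycin · Technique – luminescence read with Steady-Glo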
EBI2 block: EBI2 (human) antagonism. P32249. EBI2 beta-arrestin recruitment, luminescence, 7a,25-OHC stimulated. inhibition, % at 5 µM. 360,000 compounds, 0.81% hits. AID 651636; in the data active = inhibition above about 38%;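 note: enzyme fragment complementation signal reports receptor beta-arrestin coupling in cells; 0% = agonist plus DMSO wells and 100% = wells without agonist; some results beyond the cut were filed as inactive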
tim23-1 inh: inhibits growth of tim23-1 mutant yeast. S. cerevisiae tim23-1 growth, BacTiter-Glo luminescence, 24 h. inhibition, % at 20 µM. 330,000 compounds, 1.3% hits. AID 463212;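 active = growth inhibition of the mutant yeast at or above 50%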;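 note: temperature-sensitive mutant grown at 25 °C; plate controls were DMSO-treated mutant yeast for no effect and medium wells lacking yeast for full effect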
Starred values were filed as active, the others as inactive; nt = not tested or not shown. These rows are one share of the data, so the mix of outcomes need not match the whole.

Results follow in this order: Mdm2-MdmX inh, APJ antag, XBP1 UPR activ, APJ agonist, CCR6 antag, CXCR6 inh, CHOP UPR activ, EBI2 block, tim23-1 inh
> Cc1ccc(NC(=O)Cn2ccsc2=N)c([N+](=O)[O-])c1
 : 15, 1, -3, -4, -13, -2, -1.6, -4, -11
> CCCN(CCC)c1ccc(C(O)c2nnc(-c3ccccc3)o2)cc1 (stereo not given)
 : -4, 5, -2, -1, -2, -13, 2.7, 3, 27
> Nc1cc(=O)[nH]c(SCc2ccc(Cl)cc2Cl)n1
 : 32, 15, 4, 0, 2, -6, 0.8, -9, 2
> Cc1cc(C)cc(N2C(=O)C3CC=CCC3C2=O)c1 (stereo not given)
 : -3, 8, -1, -2, -1, -4, -1.6, -18, 3
> COc1ccccc1N(CC(=O)NCC1CCCO1)C(=O)CCC(=O)Nc1cc(C)on1 (stereo not given)
 : -3, 5, 1, -3, 2, 4, 0.6, -4, 6
> Cc1cccc(CCNC(=O)c2cc(S(=O)(=O)N3CCCCC3)c[nH]2)c1
 : -11, -67, 7, -2, 1, 5, 1.0, -1, 8
> COc1cccc(NC(=O)CCCOc2cc(=O)n(C)c3ccccc23)c1
 : 29, 7, 3, -1, -18, -1, -2.3, 0, 4
> COc1ccc(NC(=O)CN(C)C(=O)c2ccc(NS(=O)(=O)c3ccc(F)cc3)cc2)cc1
 : 18, 26, -1, 4, 5, 7, 0.3, 4, 9
> Cc1ccc(NC(=O)CC2CCCC2)c(Br)c1
 : -43, -9, 1, -3, 24, 7, 7.0, 3, 5
> CN(C)/C=N/c1nc2ncc(-c3ccc(Cl)cc3)c(/N=C/N(C)C)n2n1
 : -5, 12, 0, -3, -7, -1, -0.7, 1, -3
> CC(C)n1cc(C(=O)N2CCCC(N3CCN(c4cccc(Cl)c4)CC3)C2)cn1 (stereo not given)
 : 14, 7, 1, 4, 3, -6, -0.9, 0, 19
> CC(Sc1ccc(S(=O)(=O)N2CCCCCC2)cn1)C(N)=O (stereo not given)
 : 21, -3, -1, 1, 0, -2, -0.4, -1, 0
> C/C(=N\NC(=O)c1ccc(CSc2nncn2C)cc1)c1ccc(C#N)cc1
 : -57, -13, 0, -1, -10, -9, 3.6, -11, 2
> Cc1cc(C)c(NC(=O)CN2CCN(C)CC2)c(C)c1
 : -32, -54, 2, -3, -4, 1, 2.1, -3, 8
> O=C(c1cc(COc2ccc3c(c2)CCCC3)on1)N1CCCC1
 : -50, -7, -2, 1, nt, 9, 4.8, -1, 10
> Cc1c(C(=O)N2CCCC2)sc(NC(=O)c2ccco2)c1C#N
 : 20, 3, -6, -4, 14, 13, -2.1, -2, 8
> Oc1ccc(C=Nc2ccc3ncccc3c2)c(O)c1
 : 17, -8, 5, 3, nt, nt, 9.8, nt, 17
> Cc1ccc(S(=O)(=O)N2CCOC2CNC(=O)C(=O)NCc2ccc(Cl)cc2)cc1 (stereo not given)
 : 21, -21, -4, -5, 1, 4, 1.9, 7, 1
> O=C(CCN1CCOCC1)Nc1ccc(Cl)cc1
 : -4, 2, -1, -1, 10, -2, 0.8, -5, -7
> O=C(CN1C(=O)c2ccccc2C1=O)Nc1ccccc1
 : 3, 26, -6, -1, 9, -14, 2.1, -4, 6
> O=C(Cn1cc(C(F)(F)F)cc(Cl)c1=O)NCc1ccc(F)cc1
 : -13, 14, 4, -6, 4, -10, 7.5, -9, -2
> CCOC(=O)N1CCN(c2cc3nccnc3cc2F)CC1
 : 29, 2, -1, -2, -20, 0, -1.4, 1, -10
> CCOc1ncccc1C(=O)OCc1ccc(C#N)cc1
 : 26, -12, 2, 0, -4, -2, -0.5, -17, 12
> NC(=O)CC12CC3CC(C1)CC(CC(N)=O)(C3)C2
 : 4, -17, 0, -2, -5, 2, 1.2, -8, 1
> O=C(CN1C(=O)C2(OCCO2)c2ccccc21)c1ccc(Cl)cc1
 : -42, 6, 2, -2, 8, 6, 0.4, 7, 22
> COc1cccc(-c2ncc3ccccc3c2COC(=O)c2ccco2)c1
 : 12, 2, 0, -6, 18, 3, 1.2, 3, 24
> COc1cc(C2CC(=O)c3cnc(N)nc3C2)cc(OC)c1OC (stereo not given)
 : -10, -12, -2, -5, -5, -10, 0.2, -8, -1
> CC(C)(C)c1ccc(OCC(O)CN2CCN(c3ccccn3)CC2)cc1 (stereo not given)
 : -11, -21, -6, -1, 15, -2, 0.0, -13, -72
> C[C@H](CO)N1C[C@H](C)[C@@H](CN(C)C(=O)Nc2ccc3c(c2)OCO3)Oc2c(cccc2N(C)C)C1=O
 : -19, 15, 2, 1, -11, 3, 1.0, -4, 22
> CC(=O)N1c2ccc(S(=O)(=O)N(C)CC(=O)N(C)Cc3ccccc3)cc2CC1C (stereo not given)
 : 3, 18, -6, -3, 11, 2, -0.7, 6, 0
> CCCN1C2CCCC1CC(NC(=S)NCCCOCC)C2 (stereo not given)
 : 12, -4, -2, -4, 12, -1, 0.8, -2, -10
> CCC(C)NC(=O)CNC(=S)N(Cc1ccc(F)cc1)C1CCCCC1 (stereo not given)
 : -12, -6, -1, 4, -4, -3, 0.6, 0, 33
> O=C1C2ON(c3ccc(Cl)cc3)C(c3ccco3)C2C(=O)N1c1ccccc1 (stereo not given)
 : 6, 1, 0, -1, 14, 0, 0.3, 8, 34
> C/C(=N\NC(=O)c1cccc(S(=O)(=O)N2CCOCC2)c1)c1cc2ccccc2o1
 : 14, 16, 1, -4, 16, 11, 1.4, 9, 12
> COc1ccc(-c2cc(-c3ccc(Cl)cc3)n[nH]2)c(O)c1
 : -218, -12, -1, -1, 4, -13, 2.1, 21, 45
> COc1cc(-c2n[nH]c(=S)n2-c2ccc(Br)cc2)cc(OC)c1OC
 : -2, 2, 1, -1, -4, -3, -0.4, -7, 15
> CCOc1ccc(CN2CCN(S(=O)(=O)c3ccc(NC(C)=O)cc3)CC2)cc1
 : 22, 4, 0, -3, -8, 3, -1.5, 5, 13
> COC(=O)C(CCSC)NC(=O)C12CC3CC(CC(C3)C1)C2 (stereo not given)
 : 17, 6, 0, -3, -2, 0, 0.2, -7, 12
> O=C(CCN1C(=O)C2CCCCC2C1=O)Nc1ccc(F)c(F)c1F (stereo not given)
 : -4, 7, -2, -1, 13, 8, -0.8, 3, 2
> O=C(Nc1ccc2c(c1)OCO2)C(c1ccccc1)N1CCN(C(=O)c2ccco2)CC1 (stereo not given)
 : -1, -20, 0, 0, 8, -5, 0.8, -14, -11
> Nc1ccc(-c2nc3cc(N)ccc3s2)cc1
 : -168, -32, -2, 7, -7, -17, -3.6, 1, 20
> c1ccc(Nc2nc(-c3ccncc3)cs2)cc1
 : -74, -3, -2, 7, -3, -7, 4.5, 21, -27
> CCOC(=O)N1CCN(CC(=O)Nc2c(C(=O)OC)[nH]c3ccc(Cl)cc23)CC1
 : 37, 0, -3, -3, 2, -13, -0.7, -1, 41
> COc1ccc(/C=N/Nc2nc(=O)[nH]nc2C)cc1OC
 : 15, -16, 2, 4, 4, -9, 2.6, -20, 3
> COc1ccc(C(=O)Oc2cc3c4c(c2)C(C)=CC(C)(C)N4C(=O)C3=O)cc1OC
 : 67*, 1, 65*, 1, 19, -1, 3.6, -3, 45
> COc1cccc(C(=O)N2N=C(c3ccccc3)CC2(O)C(F)(F)F)c1 (stereo not given)
 : 17, -14, -3, -2, -8, 0, -1.4, 6, 33
> Cc1ccc(C(=O)NCCCN2CCOCC2)c(Cl)c1
 : 10, 3, -7, 0, -10, -7, 4.4, 10, -5
> C/C(N)=C(/C#N)C(=O)CSc1nc2scc(-c3ccccc3)c2c(=O)n1C
 : 23, 9, 2, 1, 22, 6, 1.1, 6, 2
> Cc1ccc(NC(=O)CN(C)C(=O)/C=C/c2ccc3c(c2)OCO3)cc1
 : 6, -8, -1, -4, 10, 4, 0.5, -10, 21
> CCOC(=O)c1cccc(NS(=O)(=O)c2c(C(=O)N3CCCCCC3)c(C)n(C)c2C)c1
 : 12, -16, -3, 4, 14, -3, 0.8, -3, 26
> CC1(C)C(c2ccccc2)=NC(c2ccccc2)N1O (stereo not given)
 : 3, 8, 1, -3, 40, 14, -0.1, -1, 15
> CCOc1ccc(NC(=O)CN(C)C(=O)C2CCN(c3ncnc4sc(C)c(C)c34)CC2)cc1OCC
 : 46, -17, -3, 3, -4, -13, 1.1, -13, 15

Entries of single compounds, quoted from the list. Values in the order: Mdm2-MdmX inh, APJ antag, XBP1 UPR activ, APJ agonist, CCR6 antag, CXCR6 inh, CHOP UPR activ, EBI2 block, tim23-1 inh
Results for C/C(N)=C(/C#N)C(=O)CSc1nc2scc(-c3ccccc3)c2c(=O)n1C → 23, 9, 2, 1, 22, 6, 1.1, 6, 2
Results for Cc1ccc(NC(=O)CN(C)C(=O)/C=C/c2ccc3c(c2)OCO3)cc1 → 6, -8, -1, -4, 10, 4, 0.5, -10, 21
Results for COc1cccc(C(=O)N2N=C(c3ccccc3)CC2(O)C(F)(F)F)c1 (stereo not given) → 17, -14, -3, -2, -8, 0, -1.4, 6, 33
Results for O=C(CCN1C(=O)C2CCCCC2C1=O)Nc1ccc(F)c(F)c1F (stereo not given) → -4, 7, -2, -1, 13, 8, -0.8, 3, 2

A draw from above in order of heavy-atom count, falling:
Results follow in this order: Mdm2-MdmX inh, APJ antag, XBP1 UPR activ, APJ agonist, CCR6 antag, CXCR6 inh, CHOP UPR activ, EBI2 block, tim23-1 inh
> O=C(Nc1ccc2c(c1)OCO2)C(c1ccccc1)N1CCN(C(=O)c2ccco2)CC1 (stereo not given)
 : -1, -20, 0, 0, 8, -5, 0.8, -14, -11
> COc1cccc(C(=O)N2N=C(c3ccccc3)CC2(O)C(F)(F)F)c1 (stereo not given)
 : 17, -14, -3, -2, -8, 0, -1.4, 6, 33
> O=C(CCN1C(=O)C2CCCCC2C1=O)Nc1ccc(F)c(F)c1F (stereo not given)
 : -4, 7, -2, -1, 13, 8, -0.8, 3, 2

Compound activity deposited in PubChem BioAssay by Sanford-Burnham Center for Chemical Genomics.
